LAP4-GFP MLPCN: modulators of TOR pathway LAP4-GFP in S. cerevisiae; S. cerevisiae LAP4-GFP multiplex, flow cytometry GFP, 3 h; median GFP as percent of DMSO wells; GFP response vs DMSO, % at 10 µM; 320,000 compounds, 0.34% hits;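 active means GFP response vs DMSO above a set limit, about the screen mean plus 3 SD, cut at about 150% in these data; inconclusive means under 70 cell events counted for the yeast strain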
MEP2-GFP yeast: modulators of TOR pathway MEP2-GFP in S. cerevisiae | S. cerevisiae MEP2-GFP strain, flow cytometry GFP, 3 h; 100% = DMSO control level | GFP response vs DMSO, % at 10 µM | 330,000 compounds, 0.51% hits | AID 2016;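 active means GFP response versus DMSO above a set limit, roughly screen mean plus 3 SD, cut at about 180% in these data; inconclusive means fewer than 70 cells counted for a yeast strain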;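 further: median GFP fluorescence of the barcode-gated MEP2-GFP cells per well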
JMJD2C inh: blocks human GASC-1 demethylase activity; Q9H3R0; GST-JMJD2C(1-420) H3K9me3 demethylation, DELFIA europium; inhibition, % at 2.35 µM; 330,000 compounds, 0.069% hits; AID 2099;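 active means more than half of a compound's replicate wells show inhibition beyond 50%, single wells judged on their own value; inconclusive means some, but no more than half, of replicates pass 50% inhibition; inactive means no replicate passes 50% inhibition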;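 further: signal counts dimethyl H3K9 product captured on neutravidin plate; 0% = median of DMSO wells and 100% = 0.3 times that DMSO median; strong numbers were not always called active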
GRK2 inh: inhibitors of human GRK2 displacing RNA aptamer. 330,000 compounds, 0.59% hits. bead flow cytometry, FAM-aptamer displacement from GRK2. AID 488847. inhibition of aptamer binding, % at 10 µM. P25098;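 active means inhibition of aptamer binding above 40%, roughly 3 SD of noise, on plates passing a quality check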;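 further: median bead fluorescence of bound FAM aptamer so fluorescent compounds give negative values; no value below 0 was filed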
Target sequence (P25098 whole entry, looked up): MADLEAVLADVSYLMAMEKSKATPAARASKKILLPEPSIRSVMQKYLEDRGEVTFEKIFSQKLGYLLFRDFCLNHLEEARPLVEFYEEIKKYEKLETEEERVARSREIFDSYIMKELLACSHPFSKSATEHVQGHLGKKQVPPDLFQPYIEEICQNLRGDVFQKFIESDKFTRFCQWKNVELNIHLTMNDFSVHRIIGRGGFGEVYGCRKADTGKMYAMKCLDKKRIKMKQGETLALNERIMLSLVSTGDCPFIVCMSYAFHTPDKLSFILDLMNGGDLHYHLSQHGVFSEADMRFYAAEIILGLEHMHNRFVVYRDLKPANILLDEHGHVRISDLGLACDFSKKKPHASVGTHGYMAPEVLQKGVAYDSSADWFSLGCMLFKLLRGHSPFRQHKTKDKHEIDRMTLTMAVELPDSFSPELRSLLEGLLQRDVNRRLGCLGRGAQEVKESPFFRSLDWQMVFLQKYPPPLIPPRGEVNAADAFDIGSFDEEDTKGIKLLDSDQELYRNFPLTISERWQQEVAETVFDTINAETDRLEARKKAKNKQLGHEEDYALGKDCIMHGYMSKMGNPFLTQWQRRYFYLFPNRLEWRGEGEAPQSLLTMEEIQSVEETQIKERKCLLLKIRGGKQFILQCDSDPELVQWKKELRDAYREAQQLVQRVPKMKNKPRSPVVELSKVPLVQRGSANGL
VLA-4 inh: inhibition in a human VLA-4 binding assay | P13612 | 330,000 compounds, 0.2% hits | inhibition, % (about 7 µM as worked out from the volumes in the protocol) | VLA-4 expressing cells, ligand binding flow cytometry; in the data active means inhibition above about 50%
CIT2 TOR yeast: yeast TOR pathway CIT2-GFP modulation; AID 2029; GFP response vs DMSO, % at 10 µM; 320,000 compounds, 0.065% hits; S. cerevisiae CIT2-GFP strain, flow cytometry, 3 h; 100 means same as DMSO wells;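 active means GFP response relative to DMSO above a set limit, near the screen mean plus 3 SD, cut at about 150% in these data; inconclusive means Fewer than 70 cells measured for a yeast strain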;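 further: ratio of well median GFP fluorescence to mean of DMSO wells on the plate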
RPL19A TOR yeast: modulators of TOR pathway RPL19A-GFP in S. cerevisiae. S. cerevisiae RPL19A-GFP strain, flow cytometry, 3 h; stronger effect = lower value. percent response vs DMSO, % at 10 µM. 330,000 compounds, 0.3% hits. AID 2025;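 active means percent response vs DMSO below 50%; inconclusive means fewer than 70 events counted for the yeast strain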;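 further: median channel GFP fluorescence of the barcoded RPL19A-GFP strain; ratio of sample median GFP to plate DMSO average so 100% = DMSO; lower means less RPL19A-GFP as with rapamycin TOR inhibition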
AGP1-GFP MLPCN: yeast TOR pathway AGP1-GFP modulation; S. cerevisiae AGP1-GFP multiplex flow cytometry, 3 h; GFP as percent of DMSO wells; GFP response vs DMSO, % at 10 µM; 320,000 compounds, 0.02% hits;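 active means GFP response relative to DMSO above a set limit, near screen average plus 3 SD, cut at about 150% in these data; inconclusive means fewer than 70 cells counted for the yeast strain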;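 further: median GFP channel fluorescence of the gated AGP1 strain per well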
* marks the source's active call; other numbers are inactive results; i = inactive; ? = inconclusive; nt = not tested or not shown; & = joins results of further samples; [ ] = dose if it differs, or a comment.

SMILES	LAP4-GFP MLPCN	MEP2-GFP yeast	JMJD2C inh	GRK2 inh	VLA-4 inh	CIT2 TOR yeast	RPL19A TOR yeast	AGP1-GFP MLPCN
O=C(COC(=O)c1ccc(O)cc1O)N=c1sccn1Cc1ccccc1Cl	103	102	11	1	-2	87	93	98
CN(Cc1nnc(SCC(=O)NCCc2ccccc2)n1C)S(=O)(=O)c1ccccc1	94	86	24&-3	1	9	93	88	nt
O=c1c(O)c(-c2cc(O)c(O)c(O)c2)oc2cc(O)cc(O)c12	107	105	nt	7	56*	81	102	89
COc1ccc(-c2nc(SC(CC(=O)NCCN3CCOCC3)c3cccs3)n[nH]2)cc1 (stereo not drawn)	102	96	-5	1	3	105	106	99
COCCCNC(=O)CSc1nc2c(sc(=S)n2-c2cc(Cl)ccc2OC)c(=O)[nH]1	102	103	9	0	1	99	99	103
CC(C)N(Cc1ccccc1)C(=O)Cn1c(=O)cnc2ccccc21	107	97	-5	14	-14	97	96	102
CC(=O)N1c2ccc(S(=O)(=O)N3CCC(C(=O)Nc4ccc(C)cn4)CC3)cc2CC1C (stereo not drawn)	97	101	7	0	4	102	99	101
CCNC(=O)COC(=O)c1ccc(NS(=O)(=O)c2ccc3c(c2)OCCO3)cc1	95	104	1	2	-15	99	100	97
COc1ccc2nc(SCC(=O)Nc3ccccc3)[nH]c2c1	107	108	i	0	5	99	108	100
O=C(Cn1cccc1)Nc1ccc(OC(F)(F)F)cc1	99	104	-3	2	5	98	98	100
Cc1cc(S(=O)(=O)NCC2CC2)c(Cl)cc1Cl	90	96	5	3	1	97	100	94
COc1cc2c(cc1OC)CN(C(=O)c1cccs1)CC2	103	114	-7	0	7	112	nt	109
CN1C(=O)[C@@H]2[C@H](C1=O)[C@@H]1C(=O)Nc3ccccc3C(=O)N1[C@@H]2c1cccc(Br)c1	127	90	-3	0	10	65	92	78
CCS(=O)(=O)c1ccc2oc(SCC(=O)N3CCCCC3)nc2c1	100	100	7	0	8	106	97	108
CCOc1ccc(NC(=O)CN(C)C(=O)C(C)N2C(=O)c3ccccc3C2=O)cc1OCC (stereo not drawn)	106	94	-2	1	-24	93	100	100
Cc1cc(S(=O)(=O)NCc2ccccc2)ccc1OCC(=O)NCc1cccnc1	94[may fluoresce violet]	224*[may fluoresce violet]	-10	0	11	?	46*[may fluoresce violet]	?
COc1ccc(OC(=O)COc2cccc(C)c2)cc1	88	106	-2	0	-2	119	99	108
Cn1c(C(=O)OC(C(=O)NC2CCCC2)c2cccnc2)cc2sccc21 (stereo not drawn)	101	101	3	0	3	100	99	102
Cc1cc(C)nc(OC(C(=O)O)C(OCCc2ccccc2)(c2ccc(F)cc2)c2ccc(F)cc2)n1 (stereo not drawn)	90	102	6	1	5	83	100	89
Cc1nc(NC(=O)C2CC2)sc1C(=O)Nc1ccc(Br)cc1	80	106	-22	0	5	103	92	90
CCOc1ccccc1N1CCN(C(=O)c2ccccc2)CC1	97	99	0	0	7	111	96	98
O=C(OC1CCCCC1=O)c1ccc(F)c(S(=O)(=O)N2CCOCC2)c1 (stereo not drawn)	107	98	-8	2	27	89	86	99
CN(C(=O)COC(=O)c1ccc(Br)c([N+](=O)[O-])c1)c1c(N)n(Cc2ccccc2)c(=O)[nH]c1=O	89	81	80	2	-6	91	84	86
CCOC(=O)c1sc(C)c2c1NC(C)(c1ccccc1)NC2=O (stereo not drawn)	96	94	-4	1	25	88	96	97

Sorted by length of the SMILES (largest number first): 10 of the compounds above
SMILES	LAP4-GFP MLPCN	MEP2-GFP yeast	JMJD2C inh	GRK2 inh	VLA-4 inh	CIT2 TOR yeast	RPL19A TOR yeast	AGP1-GFP MLPCN
CN(C(=O)COC(=O)c1ccc(Br)c([N+](=O)[O-])c1)c1c(N)n(Cc2ccccc2)c(=O)[nH]c1=O	89	81	80	2	-6	91	84	86
Cc1cc(C)nc(OC(C(=O)O)C(OCCc2ccccc2)(c2ccc(F)cc2)c2ccc(F)cc2)n1 (stereo not drawn)	90	102	6	1	5	83	100	89
CCOc1ccc(NC(=O)CN(C)C(=O)C(C)N2C(=O)c3ccccc3C2=O)cc1OCC (stereo not drawn)	106	94	-2	1	-24	93	100	100
Cc1cc(S(=O)(=O)NCc2ccccc2)ccc1OCC(=O)NCc1cccnc1	94[may fluoresce violet]	224*[may fluoresce violet]	-10	0	11	?	46*[may fluoresce violet]	?
O=C(OC1CCCCC1=O)c1ccc(F)c(S(=O)(=O)N2CCOCC2)c1 (stereo not drawn)	107	98	-8	2	27	89	86	99
Cn1c(C(=O)OC(C(=O)NC2CCCC2)c2cccnc2)cc2sccc21 (stereo not drawn)	101	101	3	0	3	100	99	102
CCS(=O)(=O)c1ccc2oc(SCC(=O)N3CCCCC3)nc2c1	100	100	7	0	8	106	97	108
Cc1nc(NC(=O)C2CC2)sc1C(=O)Nc1ccc(Br)cc1	80	106	-22	0	5	103	92	90
COc1cc2c(cc1OC)CN(C(=O)c1cccs1)CC2	103	114	-7	0	7	112	nt	109
COc1ccc(OC(=O)COc2cccc(C)c2)cc1	88	106	-2	0	-2	119	99	108

Next entries follow:
SMILES	LAP4-GFP MLPCN	MEP2-GFP yeast	JMJD2C inh	GRK2 inh	VLA-4 inh	CIT2 TOR yeast	RPL19A TOR yeast	AGP1-GFP MLPCN
Cc1cc(C)n2nc(C(=O)N/N=C/c3ccccc3Cl)nc2n1	91	97	3	0	0	96	103	99
COc1cc(NC(=O)C2CCN(c3cnccn3)CC2)cc(OC)c1	104	98	-33	1	5	105	99	96
O=C(NCCc1ccccc1)C(c1cccs1)N(C(=O)CCl)c1ccc(Cl)cc1 (stereo not drawn)	92[may fluoresce violet]	97[may fluoresce violet]	0	2	-7	?	92[may fluoresce violet]	15[may fluoresce violet]
CC(=O)c1c(CSc2ccccc2)oc2ccc(O)c(CN(C)C)c12	104	110	9	0	-3	103	106	100
O=C(CSc1ncnc2ccccc12)NCc1ccco1	109	101	0	0	-1	102	94	102
COc1ccc(CN(C)C(=O)c2cccc(Oc3ccccc3)c2)c(OC)c1OC	110	102	9	2	0	94	108	98
CCN(CC(=O)NCc1ccccc1Cl)CC(=O)Nc1c(F)cccc1F	101	95	-3	0	-4	100	95	102
O=C(CNC(=O)c1ccccc1)OCC(=O)N1c2ccccc2Sc2ccccc21	103	112	4	0	-9	110	108	110
O=C(CCc1nnc(CCCc2ccccc2)o1)NC(C1CC1)C1CC1	98	101	7	0	10	100	104	98
O=C(NC(=O)c1ccc(Cl)cc1)Nc1cc(N2CCCCC2)ncn1	94	103	nt	0	-11	99	98	99
Cc1nnc2n1N=C(c1ccc(OC(F)F)cc1)C(C)S2 (stereo not drawn)	95	102	5	0	0	104	103	100
COc1ccc(S(=O)(=O)N2CCN(C)CC2)cn1	97	104	-2	0	-5	101	104	100
CN(C)c1cccc(C(=O)OCC(=O)N(Cc2ccccc2)C2CCS(=O)(=O)C2)c1 (stereo not drawn)	99	100	6	0	-1	105	97	103
CCN(CC)C(=O)C1CCN(S(=O)(=O)c2c(C)noc2/C=C/c2cccc(C)c2)CC1	92	97	-3	3	7	102	96	101
CCCOc1ccc(CN2CCOCC2)cc1OC	108	100	-1	0	-16	99	101	108
Cc1cccc(NC(=O)/C(=C\c2ccco2)NC(=O)c2cccs2)c1	106	106	10	1	-7	97	105	102
O=C(CSc1nnc(CNC(=O)c2ccccc2F)o1)c1ccccc1	109	110	28	2	23	97	104	nt
COc1ccc(C2C(C(=O)c3ccco3)=C(O)C(=O)N2c2nnc(C)s2)cc1OC (stereo not drawn)	86	95	0	1	-4	98	97	96
NS(=O)(=O)c1cccc(NC(=O)CSc2nc3ccc(Cl)cc3[nH]2)c1	95	109	-1	3	-3	94	102	101
O=C(COC(=O)CCS(=O)(=O)c1ccccc1)NC(=O)c1ccc(OC(F)F)cc1	91	93	8	1	1	87	87	89
O=C1CN(S(=O)(=O)c2ccc([N+](=O)[O-])cc2)CC(=O)N1	95	103	4	0	-4	103	102	95
Cc1ccc(OCC(=O)OCC(=O)N2c3ccccc3CC2C)cc1C (stereo not drawn)	98	98	5	2	6	85	99	97
Cc1ccccc1CN1C(=O)[C@H]2Cc3c([nH]c4ccccc34)C(C)(C)N2C1=O	130	93	1	1	6	88	96	79
COc1ccc(NC(=O)CN(C)C(=O)C(Sc2ccccc2)c2ccccc2)cc1 (stereo not drawn)	97	95	nt	4	2	97	95	97
NC(=O)c1ccc(Oc2cccc3cccnc23)c([N+](=O)[O-])c1	104	111	-9	5	2	106	99	106
Cc1ccc(C)c(S(=O)(=O)Nc2ccc3cn[nH]c3c2)c1	87	94	12	2	6	90	95	95
COc1cccc(-c2nc(CS(=O)(=O)CC(=O)N3CCCCC3)c(C)o2)c1	100	105	-21	1	-12	114	108	105
COC(=O)c1ccc(NC(=O)CN2CCN(c3ccc(Cl)cc3)CC2)cc1	102	99	2	0	-7	106	99	100
CCCCc1c(C)c(C#N)c2[nH]c3ccccc3n2c1=O	87	107	-1	0	2	111	98	98
O=C1/C(=C/c2ccc([N+](=O)[O-])cc2)C=C(c2ccccc2)N1c1ccc(O)cc1	99	101	-8	2	-18	97	100	97
Cc1nc(NC(=O)/C=C/c2ccccc2)sc1C(=O)Nc1ccccc1Cl	102	106	1	0	3	95	104	99
CN1CCN(/N=C/c2ccc(-c3ccc([N+](=O)[O-])cc3)o2)CC1	99	83	-14	0	-4	86	87	91
Cc1cc(C)cc(OCCNC(=O)C(C)N2C(=O)c3ccccc3C2=O)c1 (stereo not drawn)	108	106	0	5	-2	107	101	108
O=C(NCCNC(=O)c1ccc(Cl)cc1Cl)c1cnccn1	106	119	9	2	2	115	100	100
CCOc1ccc(N2C(=O)Nc3ccccc3C2(O)C(=O)NCc2ccc(OC)cc2)cc1 (stereo not drawn)	110	100	-10	1	-5	113	96	112
O=C(NCCN1CCCC(O)C1)c1cc(COc2ccc(F)cc2Cl)on1 (stereo not drawn)	90	99	4	0	-14	94	96	96
Cc1nnc2n1N=C(c1ccccc1)CS2	98	108	7	36	6	100	100	101
O=C(CSc1nc(-c2ccccc2)nc2ccccc12)Nc1nccs1	102	104	1	2	13	101	103	104
CC(=O)NC1(c2cccc(F)c2)CCN(CC(=O)NC2CCCCC2)CC1	94	102	5	0	-2	100	97	97
Cc1ccc(S(=O)(=O)NC(=O)N(CCC#N)Cc2ccccc2)cc1	102	109	4	1	4	94	103	99
Cc1ccc(C(C)C)c(OCCn2c(=O)oc3ccccc32)c1	?	105	7	1	7	106	86[may fluoresce violet]	?
O=C(NCc1ccccc1)C1=C[C@@H](c2coc3ccccc3c2=O)C[C@@H](OCCCCO)O1	126	98	9	2	-9	107	104	93
CC(=O)C1=C(C)N(Cc2ccccc2)C(=O)N[C@H]1c1cccc(C(F)(F)F)c1	115	94	-2	0	24	89	105	90

Assay outcomes (PubChem BioAssay)

The order is random; overall some 1.7% were active at least once.
